# Giardia killer – kills Giardia lamblia; Giardia lamblia trophozoite viability; activity change, % at 7.66 µM, hits read low; 340,000 tested, 0.15% active; in the data active = activity change below about -80%; inconclusive = between about -30% and that limit;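 note: parasites exposed to compound for two days anaerobically before the ATP read; % is set by controls: 0 for no effect and ±100 for the full control effect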
#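 Anaerobic 48 hrs incubation at 37 deg C of 100 trophozoites/well with test compounds; ATPLite 1-Step luminescence, 15-30 min RT, reports cellular ATP as viability.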
# BCR signal inh – chronic active BCR signaling inhibition; Potency, µM (series often up to 46.1 µM), for inactives: at the top dose ratio change, negative = lower green/red ratio, actives largely listed as inhibitors; ABC-DLBCL IkBa-CBG/CBR reporter, luminescence ratio, 4 h; 340,000 tested, 0.05% active; active = well fitted inhibition curve with a large enough effect in the signal ratio, with a control signal flat, not every such curve was filed as active; inconclusive = small, poorly fitted or top-dose-only effect, or effect the other way, or a change in a side signal; the % refers to the signal ratio;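 note: potency is the fitted concentration of half-maximal effect; plate controls were basal doxycycline-induced cells for no effect and cells given 10 µM MG132 for full effect; MG132 reads +100%, hits lower the ratio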
#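 Doxycycline induced both beetle luciferases in TMD8 lymphoma cells; IKK-driven degradation limits the IkappaBalpha-fused green signal, while red luminescence normalises for cell number and nonspecific effects. Compounds tested up to 46 uM, 4 hrs.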
# hERG WT inh – KCNH2 (human, wildtype) channel inhibition; Q12809; U2OS, BacMam KCNH2, thallium flux FluxOr; stronger effect = lower value; activity change, % at 1.84 µM; 340,000 tested, 0.37% active;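 active = maximum activity change below -70%; inconclusive = maximum activity change between -70% and -50%; inactive = maximum activity change above -50%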; note: % is set by controls: 0 for no effect and ±100 for the full control effect
#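 U2OS cells transduced with wild-type KCNH2 virus are loaded with FluxOr dye for 45 min, and thallium flux is measured in kinetic reads before and after stimulation buffer. Rate constants are normalized to DMSO controls.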
# GALK inh – blocks human galactokinase activity; P51570; Purified GALK, Kinase-Glo residual ATP luminescence; Potency, µM (titrated, usually from 57.5 µM), for inactives: top-dose activity change, negative = inhibition, most hits filed as inhibitors; 270,000 tested, 0.007% active; AID 1868; note: potency is the fitted concentration of half-maximal effect; % is set by controls: 0 for no effect and ±100 for the full control effect
#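 GALK at 5 nM final was combined with compound, 35 uM ATP and 100 uM galactose in HEPES pH8.0 with MgCl2 and DTT. The reaction ran one hour at room temperature before luminescent ATP detection.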
# A-T KAP1 phos – candidate therapy for ataxia-telangiectasia. Potency, µM (titrated, usually from 57.5 µM), inactives show top-dose activation, most hits filed as activators. 320,000 tested, 0.19% active. […] A-T fibroblasts, KAP-1 phosphorylation AlphaLISA; neocarzinostatin DNA damage 30 min before lysis; note: potency is the fitted concentration of half-maximal effect; % of control where 0% means no effect; nearly all actives have a fitted effect of over 45% in size
#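 hTERT-immortalized A-T patient fibroblasts ([…]), 500 cells/well in OPTI-MEM, 1% FBS, got compounds for 60 min, then NCS for 30 min at 37C. Lysates were then assayed for phospho-KAP-1 by AlphaLISA (anti-pKAP1 donor, anti-KAP1 acceptor beads), 6 hr at 25C.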
# TCR act – activators of T cell receptors | AID 504894 | Potency, µM (highest dose often 9.22 µM), without a hit: top-dose activation of IL-2 secretion, usual class: activators | 330,000 tested, under 10 active | primary human leukocytes, anti-CD3, IL-2 HTRF, 48 h; note: % of control where 0% means no effect
#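 IL-2 produced over 48 hr by a-CD3 bead-stimulated primary human leukocytes exposed to compounds was detected with a homogeneous time-resolved FRET immunoassay, 665nm acceptor signal after 320nm excitation.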
# FBPA coupling cs – inhibits coupling enzyme system, counter-screen for aldolase hits; coupling enzyme system counterscreen, AmpLite Red fluorescence; activity change, negative = inhibition, % at 58.2 µM, hits read low; 290,000 tested, 0.67% active; AID 2472; in the data active = activity change below about -30%; note: % is set by controls: 0 for no effect and ±100 for the full control effect
#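 Final compound at 57.5 uM, incubated 10 min at RT with coupling enzyme reagent (glyceraldehyde-3-phosphate), then 20 min with substrate and AmpLite Red detection. Fluorescence read at 525/598 nm; tests interference with the coupling assay, not aldolase inhibition.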
# TSHR antagonist – human thyrotropin receptor antagonism | activity change, negative = inhibition, % at 11.5 µM | 330,000 tested, 0.2% active | AID 504810 | TSHR-expressing cells, TSH-stimulated cAMP HTRF, 2 h; stronger effect = lower value | P16473;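 active = activity change below a set negative limit, meaning inhibition stronger than a set level, cut at about -70% in these data; inconclusive = activity change between two set negative limits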; note: % is set by controls: 0 for no effect and ±100 for the full control effect
# Target sequence (P16473 whole entry, looked up): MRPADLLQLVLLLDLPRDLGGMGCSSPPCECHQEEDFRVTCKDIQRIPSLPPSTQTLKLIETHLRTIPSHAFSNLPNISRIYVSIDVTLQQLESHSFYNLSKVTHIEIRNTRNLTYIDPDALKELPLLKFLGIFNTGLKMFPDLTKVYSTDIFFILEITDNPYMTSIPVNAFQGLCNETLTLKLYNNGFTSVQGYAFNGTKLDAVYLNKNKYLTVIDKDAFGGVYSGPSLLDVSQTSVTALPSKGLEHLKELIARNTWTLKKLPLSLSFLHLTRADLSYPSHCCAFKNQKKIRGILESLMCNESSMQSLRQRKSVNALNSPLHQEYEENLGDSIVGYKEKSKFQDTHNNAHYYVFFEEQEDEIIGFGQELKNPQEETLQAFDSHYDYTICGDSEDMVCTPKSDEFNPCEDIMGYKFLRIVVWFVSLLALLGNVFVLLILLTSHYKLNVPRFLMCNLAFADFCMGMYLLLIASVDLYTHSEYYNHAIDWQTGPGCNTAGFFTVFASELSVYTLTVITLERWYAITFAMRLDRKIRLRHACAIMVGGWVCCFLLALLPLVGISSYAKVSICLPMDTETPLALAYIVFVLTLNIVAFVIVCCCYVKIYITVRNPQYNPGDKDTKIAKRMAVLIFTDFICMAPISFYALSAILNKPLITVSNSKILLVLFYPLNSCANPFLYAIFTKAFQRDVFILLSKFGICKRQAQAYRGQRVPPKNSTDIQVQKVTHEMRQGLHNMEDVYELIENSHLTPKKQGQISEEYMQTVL
#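 Read-out is FRET at 665 nm (cryptate excitation 337 nm) from a cryptate-tagged anti-cAMP antibody, competed by cell cAMP against cAMP-d2. Compounds are tested on freshly harvested TSHR cells challenged with 4nM TSH (EC80) for 2 hours at 37 deg C.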
# CXXC DNA block – blocks binding of human MLL CXXC domain to DNA | Q03164 | MLL-CXXC / FITC-HOXA9 DNA fluorescence polarization | Potency, µM (top dose mostly 115 µM), for the others: at the highest dose activity change, negative = inhibition, usual class: inhibitors | 290,000 tested, 0.037% active | AID 2662; active = well fitted inhibition curve with a large enough effect in the polarisation, with a control signal flat, not every such curve was filed as active; inconclusive = small, poorly fitted or top-dose-only effect, or effect the other way, or a change in a side signal; inactive = no such curve, though single readings can be large or run the other way; the % refers to the polarisation; note: potency is the fitted concentration of half-maximal effect
#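 Purified MLL-CXXC (added from a 7 uM solution) was preincubated 5 min at ambient with pinned compounds in 50 mM Tris-HCl pH 7.5, 50 mM NaCl, 1 mM DTT, 0.05% BSA. Fluorescein-labeled HOX-A9 DNA (50 nM solution) followed, 30 min, then polarization read.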
# Tb PFK inh – T. brucei PFK enzyme inhibition; O15648; T. brucei PFK, ADP-Glo luminescence; Potency, µM (series often up to 57.5 µM), for inactives: at the highest dose activity, negative = inhibition, hits mostly inhibitors; 330,000 tested, 0.17% active; AID 485367;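 note: potency is the fitted concentration of half-maximal effect; 0% = uninhibited 1x PFK enzyme wells and -100% = no-enzyme wells; nearly all actives have a fitted effect of over 60% in size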
#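 In TEA buffer at pH 8.0 with 5 mM MgCl2, enzyme (1.25 nM) converted F6P (0.5 mM) and ATP (0.1 mM) for 45 min at room temperature. ADP product was read by luciferase luminescence.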
# An asterisk follows results filed as active; ? = inconclusive; nt = not tested or not shown; & = joins results of further samples; [ ] = remark or other dose. Unless noted, calls come from the whole dose curve; as a rule, active = well fitted curve in the direction sought with a large enough effect; inconclusive = small, poorly fitted or top-dose-only effect, or another doubt; inactive = no such curve, though single readings can be large; an effect the other way counts as inactive or inconclusive.
SMILES,Giardia killer,BCR signal inh,hERG WT inh,GALK inh,A-T KAP1 phos,TCR act,FBPA coupling cs,TSHR antagonist,CXXC DNA block,Tb PFK inh
CCOC(=O)c1cc(-c2ccco2)nc2c1c(C)nn2-c1cccc(Cl)c1,0,5%,-8,2%,-9%,-6%,0,8,-14%,-4%
CCS(=O)(=O)N1Cc2ccccc2CC1C(=O)N(C)CC(=O)Nc1ccc(F)c(F)c1F (stereo not drawn),-12,12%,-11,nt,2%,3%,nt,5,nt,-11%
CC(C)(C)NNC(=S)Nc1ccc(S(=O)(=O)N2CCOCC2)cc1,9,1%,4,8%,-9%,-7%,3,-2,4%,-2%
COC(=O)Nc1c(C)n(C)n(-c2ccccc2)c1=O,2,6%,-2,1%,-2%,0%,3,-6,6%,-2%
O=C(NNc1cccc(Cl)n1)Nc1ccc(F)cc1,13,-1%,-4,9%,4%,1%,0,-4,21%,-28%
CCc1ccc(S(=O)(=O)N(C(=O)c2ccncc2)c2ccc(OC(=O)c3ccncc3)cc2)cc1,-18,-1%,-1,-1%,-4%,2%[46.1 µM],0,14,4%,-2%
COC(=O)c1[nH]c2ccccc2c1NC(=O)CN1CCN(C(=O)c2ccco2)CC1,-15,-2%,30,1%,2%,5%,0,-4,6%,-5%
COc1ccc(/C=C2/C(=O)N(c3ccccc3)N=C2C)cc1OC,5,1%,-8,3%,3%,5%,1,1,?,4%
CSc1nc2ccc(NC(=O)C3CC(=O)N(Cc4ccccc4)C3)cc2s1 (stereo not drawn),-11,-7%,-9,-1%,-1%,-6%,2,3,6%,1%
O=C(COC(=O)c1ccccc1-n1cnnn1)c1ccccc1,11,7%,6,nt,6%,-1%,nt,-2,nt,3%
O=C(NCc1ccncc1)C1CCN(S(=O)(=O)c2cc(Cl)ccc2Cl)CC1,13,-6%,0,17%,-4%,2%,2,-2,26%,-12%
COc1cc(C(=O)Nc2ccc3c(c2)C(=O)c2ccccc2C3=O)cc(OC)c1OC,4,-4%,1,1%,-1%,1%,0,6,1%,0%
Cc1ccc2c(c1)N(CC(=O)N1CCCCC1)C(=O)C(C)O2 (stereo not drawn),-29,-1%,-3,1%,9%,-1%,1,4,0%,2%
Nn1c(SC/C=C/c2ccccc2)nnc1-c1ccncc1,23,nt,-6,3%,nt,0%,0,nt,8%,nt
CCC(C)Nc1nnc(SCC(=O)c2c(N)n(C3CC3)c(=O)[nH]c2=O)s1 (stereo not drawn),2,3%,-2,nt,-4%,17%[46.1 µM],nt,-2,nt,?
O=C(c1cn(-c2ccccc2)nc1-c1ccc(F)cc1)N1CCOCC1,-14,-6%,-6,1%,21%,-3%,0,36,0%,1%
Nn1c(-c2ccco2)n[nH]c1=S,2,0%,-18,0%,2%,-1%,-3,3,5%,-8%
CC(C)C(NS(=O)(=O)c1ccc2c(c1)C(C)(C)C(=O)N2C)C(=O)NCc1ccccc1Cl (stereo not drawn),9,-10%,4,nt,-4%,0%,-1,-9,3%,3%
COc1cc(OC)cc(OC(=O)c2ccc3c(=O)n4c(nc3c2)CCC4)c1,36[activator],-11%,-2,nt,-8%,-3%,nt,-5,nt,-2%
COc1cccc(CNC(=O)C2CCCN(S(=O)(=O)c3cccc4nonc34)C2)c1 (stereo not drawn),0,-14%,2,3%,-1%,-11%,0,-1,19%,0%
CC(C)C1NC(=S)N(C2CCCCC2)C1=O (stereo not drawn),1,-1%,0,nt,-4%,8%,8,5,1%,0%
O=c1oc(-c2ccccc2[N+](=O)[O-])nc2ccccc12,-6,-5%,2,-1%,4%,-1%,-1,-1,-7%,-3%
Cc1cc(C(=O)NC(Cc2c[nH]c3ccccc23)C(=O)O)c(C)o1 (stereo not drawn),-18,1%,0,4%,-3%,nt,3,-10,-13%,1%
O=C(CSc1ncnc2scc(-c3ccc(Cl)cc3)c12)NCc1ccc2c(c1)OCO2,-5,3%,1,0%,-2%,-1%,-33*,-18,0%,1%
N#Cc1c(NC(=O)c2ccc([N+](=O)[O-])o2)sc2c1CCC2,-94*,?,-8,20%,-5%,-1%,-7,-36,14%,-3%
COC(=O)c1sc(NC(=O)c2c(C)noc2C)nc1C,-11,?,-11,-4%,10%,-2%,nt,-10,0%,4%
CCOc1ccccc1NC(=O)COC(=O)c1c[nH]c2ccccc12,-4,?,-17,nt,-2%,4%,nt,5,nt,7%
Cc1cc(C)c(C)c(S(=O)(=O)N2CCN(C(=O)C3CSC4(C)CCC(=O)N34)CC2)c1C (stereo not drawn),0,?,-2,nt,7%,-1%,nt,-3,nt,-7%
O=C(CCC(=O)N1CCN(c2ccc(C(F)(F)F)cn2)CC1)c1cccs1,-8,7%,11,nt,-2%,3%,nt,-16,nt,1%
Cc1cc(C)cc(NC(=O)C(OC(=O)c2cc[n+]([O-])cc2)c2ccccc2)c1 (stereo not drawn),-10,-6%,2,nt,12%,1%,nt,0,nt,6%
Cc1ccccc1Nc1c(-c2ccc(N3CCOCC3)cc2)nc2ncccn12,?,-10%,7,-2%,0%,-5%,0,4,2%,-1%
COc1ccc(OC)c(NC(=O)c2oc3c(c2C)C(O)CC(C)(C)C3)c1 (stereo not drawn),22,0%,12,-3%,-3%,-1%,-3,6,?,1%
COc1ccccc1CCNC(=O)Cn1c(=O)oc2ccccc21,-1,2%,13,6%,3%,-1%,nt,-4,9%,-7%
CCCC1NC(C(=O)O)Cc2c1[nH]c1ccccc21 (stereo not drawn),7,1%,4,5%,2%,nt,6,-3,-2%,3%
COc1ccc(Cl)cc1C(=O)NNC(=O)COC(=O)CCN=C1NS(=O)(=O)c2ccccc21,10,-3%,-18,nt,-14%,-1%,nt,0,nt,?
COc1ccccc1NNC(=O)c1cccnc1Oc1ccccc1,-27,?,-2,-4%,-1%,1%,-3,-11,2%,4%
CCCC(=O)Nc1sc2c(c1C(=O)OC)C(C(=O)OC)CC2 (stereo not drawn),-8,18%,-13,0%,1%,-6%[46.1 µM],1,9,-9%,1%
CCN1CCN(S(=O)(=O)c2ccc(Cl)c(C(=O)N(C)Cc3ccco3)c2)CC1,5,1%,0,nt,5%,-4%,nt,2,nt,-6%
CCN(CC)CCOc1cccc(C(C)C)c1,-8,?,8,3%,-7%,-4%,0,-4,3%,3%
Cc1ccc(NC(=O)C(CC(=O)O)C2CCCO2)c(C)c1 (stereo not drawn),16,?,-4,3%,3%,5%,2,0,20%,-2%
O=C(CCCN1C(=O)/C(=C/c2ccco2)SC1=S)Nc1cccc(C(=O)O)c1,2,?,-6,-1%,7%,5%,-15,15,35%[activator],0%
Cc1cc(C)nc(SCc2csc(N)n2)n1,9,?,7,4%,?,-1%,1,19,2%,1%
COC(=O)c1ccc(COC(=O)C(NC(=O)Cc2ccccc2)C(C)C)cc1 (stereo not drawn),10,-3%,3,nt,14%,-9%,nt,-8,nt,-8%
C[C@@H](CN1CCC(Cc2ccccc2)CC1)[C@@H](O)c1ccc(O)cc1,8,1%,37,nt,-5%,-4%,0,-23&-3,0%,-2%
O=C(COC(=O)c1nc(Cl)ccc1Cl)Nc1ccc(Cl)cn1,3,-3%,-3,nt,3%,3%,nt,-6,nt,4%
CCOc1cc2c3c(c1)C1(C(=O)N3C(C)(C)C=C2C)C(C#N)=C(N)Oc2cc(O)ccc21 (stereo not drawn),-4,?,-22,-2%,0%,0%,-3,-16,-3%,1%
COc1ccc2nc(NC(=O)c3ccccc3[N+](=O)[O-])sc2c1,4,?,-6,-6%,-16%,-1%,0,-49,4%,4%
CCC(C)(C)NC(=O)c1ccc(S(=O)(=O)N2CCCCCC2)cc1,7,1%,-6,-3%,-2%,-1%,-1,-2,-5%,4%
CCN(C(=O)COC(=O)CCOc1ccccc1)c1c(N)n(Cc2ccccc2)c(=O)[nH]c1=O,13,-1%,-2,nt,-2%,-4%,nt,-1,nt,-8%
C#CCNC(=O)C1=C[C@H](c2ccc(Br)cc2)C[C@H](OCc2ccc(CO)cc2)O1,4,-23%,2,-2%,17%,6%,5,0,-5%,2%
CCCCNc1nc2ccccc2n1CC(=O)N1CCc2ccccc2C1,7,-6%,20,8%,1%,1%,2,-5,5%,-12%
COc1ccc(-c2[nH]c(-c3ccccc3)nc2SCC(=O)Nc2nccs2)cc1,-15,?,-10,nt,2%,-3%,7,6,10%,0%

# Compound activity (PubChem)
